# D3 antag – antagonists of human D3 dopamine receptor | P35462 | D3R cells, DiscoveRx beta-arrestin luminescence, antagonist mode; active compounds read low | max response, negative = inhibition, % | 360,000 compounds, 2.5% hits | AID 652054; in the data active = max response below about -50%; inconclusive = no clear call, values can overlap the other calls; note: % is set by controls: 0 for no effect and ±100 for the full control effect; mostly tested at two doses, the higher about 12 µM
# Target sequence (P35462 whole entry, looked up): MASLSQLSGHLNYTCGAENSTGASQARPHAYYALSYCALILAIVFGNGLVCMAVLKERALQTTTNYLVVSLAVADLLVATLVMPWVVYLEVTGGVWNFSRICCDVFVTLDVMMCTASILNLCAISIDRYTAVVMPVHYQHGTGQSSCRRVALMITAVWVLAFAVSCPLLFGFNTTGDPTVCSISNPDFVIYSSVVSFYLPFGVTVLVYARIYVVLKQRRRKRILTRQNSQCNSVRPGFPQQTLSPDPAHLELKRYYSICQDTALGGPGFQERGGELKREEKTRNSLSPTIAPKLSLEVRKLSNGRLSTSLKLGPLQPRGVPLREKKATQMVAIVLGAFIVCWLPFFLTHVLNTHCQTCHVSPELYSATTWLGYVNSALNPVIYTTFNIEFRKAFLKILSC
#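 Cells plated overnight at 1500 cells/well, then exposed to library compounds with dopamine controls for 90 minutes at 37 degrees C. DiscoveRx reagent added for 30–60 minutes at room temperature; luminescence read, quantitative HTS format.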
# aSyn rescue – rescues yeast growth from alpha-synuclein toxicity | Yeast expressing alpha-synuclein, growth rescue, BacTiter-Glo, 24 h | Potency, µM (highest dose often 46.1 µM), for the others: top-dose growth rescue (activation), usual class: activators | 370,000 compounds, 0.14% hits; note: potency is the fitted concentration of half-maximal effect; % of control where 0% means no effect; nearly all actives have a fitted effect of over 65% in size
#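 Rescue of yeast growth: cells expressing toxic alpha-synuclein, induced in galactose at OD600 0.02, incubated with compound 24 h at 30 C. ATP luminescence quantified growth; inhibitors of toxicity appear as activators.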
# PTHR1 ag – agonists of human PTHR1 parathyroid hormone receptor. Q03431. HEK293 GP2 PTHR1 cells, GloSensor cAMP luminescence, 1 h. Potency, µM (top dose mostly 115 µM), inactives show at the highest dose activation, actives largely listed as activators. 410,000 compounds, 0.075% hits. AID 743266; note: potency is the fitted concentration of half-maximal effect; nearly all actives have a fitted effect of over 55% in size; some results filed as inactive show a strong effect at the top dose; inactives centre near -15; many of its hits are not listed in these tables
#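 HEK-293-derived GP2 cells expressing PTHR1 and a GloSensor cAMP reporter, 3,000/well, plated overnight, given luciferin plus IBMX (each 0.5 mM as added) for 1 h at 37 °C, then compound for 1 h at 37 °C. Luminescence was read after 15 min at room temperature.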
# GLP1R ag – agonists of human GLP-1 receptor | HEK293 GLP-1R CRE-luciferase, luminescence, 4-6 h; cells express a hypersensitive GLP-1R form | P43220 | Potency, µM (doses to about 45.6 µM), for the others: at the top dose activation, most hits filed as activators | 380,000 compounds, 0.007% hits | AID 624172; note: potency is the fitted concentration of half-maximal effect; % of control where 0% means no effect
# Target sequence (P43220 whole entry, looked up): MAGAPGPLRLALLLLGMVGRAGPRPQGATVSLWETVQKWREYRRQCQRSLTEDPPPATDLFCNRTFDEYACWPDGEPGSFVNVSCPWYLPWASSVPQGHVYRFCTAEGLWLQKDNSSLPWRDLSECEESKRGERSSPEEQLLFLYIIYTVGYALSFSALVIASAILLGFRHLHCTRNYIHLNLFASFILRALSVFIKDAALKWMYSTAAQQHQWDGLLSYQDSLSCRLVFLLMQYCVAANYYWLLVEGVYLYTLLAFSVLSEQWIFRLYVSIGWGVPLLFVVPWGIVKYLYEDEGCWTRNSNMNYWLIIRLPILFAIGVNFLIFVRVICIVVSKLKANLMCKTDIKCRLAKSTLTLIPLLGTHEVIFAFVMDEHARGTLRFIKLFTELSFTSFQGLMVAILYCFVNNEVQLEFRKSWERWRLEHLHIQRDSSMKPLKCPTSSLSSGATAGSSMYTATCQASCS
# TDP43 rescue – TDP-43 toxicity inhibition in yeast; TDP-43 expressing yeast growth rescue, BacTiter-Glo, 24 h; Potency, µM (doses to about 46.1 µM), for inactives: top-dose growth rescue (activation), actives largely listed as activators; 410,000 compounds, 1.8% hits; AID 652104; note: potency is the fitted concentration of half-maximal effect; % of control where 0% means no effect; nearly all actives have a fitted effect of over 50% in size
#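 Yeast expressing TDP-43 (pregrown in raffinose, seeded at OD600=0.02 in galactose medium) exposed to compounds 24 hr at 30 deg C. Growth read by BacTiter-Glo luminescence; rescue of toxicity appears as increased signal.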
# DRD3 agonist – D3 dopamine receptor (human) agonism; max activation, %; AID 652048; 410,000 compounds, 0.58% hits; D3R DiscoveRx beta-arrestin cells, luminescence, 90 min; P35462; in the data active = max activation above about 30%; note: 0% is about no effect; mostly tested at two doses, the higher about 12 µM
#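 Agonist-mode cell screen: cells plated at 1500/well and incubated overnight at 37 °C, then exposed to library compounds for 90 min at 37 °C. Detection reagent was added for 30–60 min at room temperature, and luminescence was read.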
# GLP1R cytotox – cytotoxicity counter-screen for GLP-1 receptor inverse agonists. Potency, µM (doses to about 38.3 µM), for inactives: at the highest dose activity change, negative = inhibition, usual class: inhibitors. HEK293 cAMP-luciferase reporter cells, luminescence, 24 h. AID 624418. 410,000 compounds, 0.13% hits;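 note: loss of luciferase light is scored as toxicity; potency is the fitted concentration of half-maximal effect; % is set by controls: 0 for no effect and ±100 for the full control effect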
#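 Seeding density was 200 cells/uL; after overnight-length (12 h) culture, 23 nL compounds went on for 24 h at 37 °C. Readout used a luciferase detection reagent, luminescence taken after 12 min at room temperature.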
# KB-V1 MDR tox – KB-V1 MDR subline cytotoxicity; Potency, µM (top dose mostly 46.1 µM), without a hit: top-dose activity change, negative = cytotoxicity, hits mostly cytotoxic; KB-V1 MDR cells viability, CellTiter-Glo, 72 h; 400,000 compounds, 3.4% hits; note: potency is the fitted concentration of half-maximal effect; % is set by controls: 0 for no effect and ±100 for the full control effect; nearly all actives have a fitted effect of over 60% in size
#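 KB-V1, DMEM (no phenol red) + 10% FBS; cpd pin-transferred, titration series; 72 h, 37 degrees C; CellTiter-Glo, luminescence. Data normalized, curve-fit.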
# GLP1R inv ag – acts as inverse agonist at human GLP-1 receptor. 410,000 compounds, 1.6% hits. HEK293 GLP-1R CRE-luciferase, luminescence, 24 h; GLP-1R form is constitutively active. AID 624417. P43220. Potency, µM (top dose mostly 38.3 µM), inactives show top-dose activity change, negative = inhibition, usual class: inhibitors; note: potency is the fitted concentration of half-maximal effect; % is set by controls: 0 for no effect and ±100 for the full control effect; nearly all actives have a fitted effect of over 55% in size
#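 Assay principle: reduced luminescence from a cAMP-responsive reporter in HEK293 cells co-expressing a constitutively active GLP-1R. Conditions: 24 hr compound incubation, 37 deg C, 5% CO2.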
# * marks the source's active call; other numbers are inactive results; i = inactive; ? = inconclusive; / = not tested or not shown; [ ] = remark or other dose. Unless noted, calls come from the whole dose curve; as a rule, active = well fitted curve in the direction sought with a large enough effect; inconclusive = small, poorly fitted or top-dose-only effect, or another doubt; inactive = no such curve, though single readings can be large; an effect the other way counts as inactive or inconclusive. Some of the compounds tested; count on the stated rates, not on these rows.
# Second line of a record: GLP1R inv ag	aSyn rescue	DRD3 agonist	D3 antag	GLP1R ag	GLP1R cytotox	PTHR1 ag	KB-V1 MDR tox	TDP43 rescue
- CC(=O)N1CCC(N(CCN2CCOCC2)C(=S)Nc2cccc(C)c2)CC1
    9%	0%	-4	5	1%	-9%	-14%	?	10%
- CN1C(=O)/C(=C\c2ccc(N(C)C)cc2)OC1=S
    40%[activator]	5%	5	6	20%	66%[activator]	i	25%	-8%
- CCc1ccc(C2(O)CC(C(F)(F)F)=NN2C(=O)Cc2ccc([N+](=O)[O-])cc2)cc1 (stereo not drawn)
    -3%	0%	-3	2	-3%	0%	-9%	6%	21%
- S=C(Nc1ccc(Cl)cc1Cl)NC1CCN(Cc2ccccc2)CC1
    ?	4%	-6	-28	5%	-7%	i	0%	2%
- CCCCNC(=O)/C(C#N)=C/c1ccc(C(=O)OC)cc1
    -20%	-8%	0	-12	0%	13%	11%	-3%	-20%
- COc1ccc(-c2ccccc2)cc1NC(=O)c1cccs1
    ?	9%	1	14	-1%	-2%	i	4%	?
- C[C@]12c3[nH]c4ccc(Cl)cc4c3CCN1C(=O)[C@@H](CC(=O)NCCc1ccccn1)C[C@@H]2C(=O)N1CCCCC1
    -5%	-1%	26	-1	-4%	-6%	-7%	-8%	13%
- O=C(Cc1ccsc1)Nc1ccc(Cl)cc1Cl
    -32%	13%	-4	-6	13%	11%	-13%	-4%	3%
- Cn1c(=O)c2c(nc(SCC(=O)Nc3ccc(F)c(F)c3)n2Cc2ccccc2F)n(C)c1=O
    -1%	/	-12	/	/	-3%	-52%[inhibitor]	-6%	6%
- CCOC(=O)c1sc(NC(=O)Nc2ccccc2F)nc1C
    ?	-1%	1	-17	-12%	4%	-23%	?	16%
- COc1ccc2[nH]c(=O)c(CN(CC3CCCO3)C(=S)Nc3ccc(C)cc3)cc2c1 (stereo not drawn)
    -15%	0%	7	17	-6%	0%	i	-8%	19%
- Cc1ccc2c(c1)cc(C(=O)NCc1ccccc1)n2C
    -21%	1%	-1	-13	16%	-10%	-40%[inhibitor]	-2%	-13%
- Cc1nnsc1C(=O)N1CCCC(C(=O)c2ccc(C(F)(F)F)cc2)C1 (stereo not drawn)
    -9%	2%	-1	17	-1%	-5%	-30%	8%	8%
- Cc1cccc(Cc2c(C)nc3nc(SCC(=O)O)nn3c2C)c1
    14%	-1%	-4	-7	-6%	-1%	?	?	-8%
- CN(C)c1ccc(NC(=O)Cn2c(SCc3ccc(F)cc3)nc3ccncc32)cc1
    -18%	/	-9	/	/	-16%	21%	-1%	-16%
- Cc1oc2cc3oc(=O)c(CCC(=O)NCc4ccccn4)c(C)c3cc2c1C
    1%	1%	13	0	-7%	-4%	-13%	0%	11%
- O=P(O)(O)c1ccccc1OCCOCCOCCOCCOc1ccccc1P(=O)(O)O
    18%	-1%	-2	-6	-1%	-19%	-21%	-1%	-5%
- Cc1ccc(C)c(S(=O)(=O)N2CCCC2CNC(=O)C(=O)NCCc2ccco2)c1 (stereo not drawn)
    ?	1%	-8	3	12%	-7%	-3%	?	-9%
- COc1ccc(Cc2c(N)nc(N)nc2N)cc1
    -4%	-2%	-11	-5	0%	-1%	i	0%	-12%
- CCn1c(O)c(N=NC(=O)c2cccnc2)c2cc(Br)ccc21
    35%[activator]	-6%	-3	-11	14%	8%	?	5%	17%
- NC(=O)c1c(NC(=O)c2ccc([N+](=O)[O-])o2)sc2c1CCCC2
    22%	-13%	-5	-50*	5%	8%	-52%[inhibitor]	?	28%
- CC1CCCCC1NC(=O)CSc1nc2ccccc2[nH]1 (stereo not drawn)
    -21%	-5%	1	24	13%	0%	-2%	-19%	8%
- COc1ccc(S(=O)(=O)Nc2cc(C)ccn2)cc1
    -3%	-9%	3	-16	10%	5%	i	-22%	6%
- Cc1cc(F)ccc1S(=O)(=O)Nc1ncnc2sc3c(c12)CCC3
    -9%	9%	12	-19	4%	4%	-5%	?	20µM*
- N=C1C2=C3Sc4ccccc4N3CCCC2=NN1c1cccc(S(=O)(=O)O)c1
    19%	-3%	5	7	7%	-5%	i	2%	-7%
- CC(=O)Nc1cccc(NC(=O)CSc2nc3ccccc3o2)c1
    22%	-2%	2	8	1%	6%	i	26%	7%
- COC(=O)c1c(NC(=O)c2ccccc2C(=O)O)sc2c1CCC2
    -2%	6%	4	9	-2%	-27%	i	-17%	-18%
- Cc1ccc(S(=O)(=O)N2CCC(C(=O)OCC(=O)N(CC(C)C)C3CCS(=O)(=O)C3)CC2)cc1C (stereo not drawn)
    -9%	2%	0	11	-12%	-2%	i	7%	19%
- CC1(C)CC(=O)C2=C(C1)NC(=O)CC2c1cc(F)ccc1F (stereo not drawn)
    6%	3%	-2	0	-3%	-19%	i	0%	5%
- Cc1cccc(CNC(=O)CCCN2C(=O)CCn3nc(-c4cccn4C)cc32)c1
    -6%	/	1	/	/	-13%	i	5%	?

# Brought forward from above: two entries, then new ones.
# Second line of a record: GLP1R inv ag	aSyn rescue	DRD3 agonist	D3 antag	GLP1R ag	GLP1R cytotox	PTHR1 ag	KB-V1 MDR tox	TDP43 rescue
- CC1(C)CC(=O)C2=C(C1)NC(=O)CC2c1cc(F)ccc1F (stereo not drawn)
    6%	3%	-2	0	-3%	-19%	i	0%	5%
- Cc1cccc(CNC(=O)CCCN2C(=O)CCn3nc(-c4cccn4C)cc32)c1
    -6%	/	1	/	/	-13%	i	5%	?
- CCN1CCN(C(=O)/C=C/c2ccc(C(C)C)cc2)CC1
    ?	7%	-20	?	5%	-5%	12%	-12%	-10%
- COc1ccc(C(CCN)Cc2ccccc2)cc1 (stereo not drawn)
    ?	0%	-15	-17	8%	0%	i	-10%	5%
- COc1ccc(S(=O)(=O)N2CCC(C(N)=O)(N3CCCCC3)CC2)cc1
    7%	-1%	1	16	4%	-10%	i	-2%	7%
- COc1ccc(C(=O)NCc2cn3ccc(C)cc3n2)cc1
    2%	/	-16	/	/	3%	i	/	4%
- COc1ccccc1NC(=O)C(C)NS(=O)(=O)c1ccc(F)cc1 (stereo not drawn)
    3%	0%	3	62	0%	-1%	i	-1%	-1%
- O=Cc1c[nH]c2ccc(S(=O)(=O)N3CCCCC3)cc12
    5%	-6%	-4	14	10%	-8%	-8%	15%	1%
- CC(C)[C@H](NC(N)=O)C(=O)Nc1ccc(F)c(Cl)c1
    13%	-8%	4	5	2%	-2%	i	-4%	0%
- O=C1CC2CCCC(C1)S2=O (stereo not drawn)
    6%	-1%	9	34	-4%	18%	i	-4%	26%
- CC12CCC(=O)N1C(C(=O)Nc1ccc(F)cc1)CS2 (stereo not drawn)
    -1%	7%	3	5	3%	3%	i	13%	12%
- CCOC(=O)C1=C(C)C/C(=N\NC(=O)c2ccccc2O)CC1
    1%	-13%	-3	-8	-1%	1%	i	?	-8%
- O[C@@H]1CN(CC2CCCCC2)[C@@H](c2ccccc2)C[C@H]1n1cc(C2CC2)nn1
    4%	0%	4	-10	-2%	-5%	-39%[inhibitor]	?	24%
- CCCn1c(N2CCN(CC(=O)NCc3cccs3)CC2)nc2ccccc21
    -6%	-4%	-3	-67*	2%	-19%	-2%	-7%	0%
- COc1ccccc1CNS(=O)(=O)c1ccc2c(c1)N(C(C)=O)CC(C)S2 (stereo not drawn)
    -3%	5%	10	1	-5%	6%	-55%[inhibitor]	-3%	6%
- CCN(Cc1ccccc1)S(=O)(=O)c1ccc(-c2coc(C)n2)cc1
    ?	17%	4	/	-1%	14%	-62%[inhibitor]	?	25%
- COc1ccc(S(=O)(=O)NCc2cn3c(C)csc3n2)cc1F
    9%	-3%	2	16	8%	5%	i	-1%	1%
- COc1ccc(N(C(=O)CS(=O)CC(=O)Nc2ccc(F)cc2)C(C(=O)NC2CCCCC2)c2cccs2)cc1 (stereo not drawn)
    17%	-2%	-18	-12	-10%	-3%	-20%	-16%	9%
- CC(=O)c1cccc(NC(=S)N2CCN(S(=O)(=O)c3ccc(F)cc3)CC2)c1
    2%	3%	-2	1	6%	-13%	i	0%	-5%
- CCOc1ccc(C(=O)Nc2ccc3c(c2)OCCO3)cc1[N+](=O)[O-]
    7%[7.66 µM]	-4%	-3	-8	7%	1%[7.66 µM]	i	?	14%[9.22 µM]
- Oc1c(CN2CCOCC2)cc(-c2ccccc2)cc1CN1CCOCC1
    -11%	-4%	-5	-83*	6%	-9%	-13%[57.5 µM]	-5%	-11%
- CCC1Oc2ccc(C)cc2N(CC(=O)NCCCN2CCCCC2CC)C1=O (stereo not drawn)
    0%	-5%	-17	-12	-7%	?	i	2%	-20%
- Cc1ccc(-n2nc3c(c2NC(=O)c2ccc4c(c2)OCO4)CS(=O)(=O)C3)c(C)c1
    14%	1%	-4	2	0%	13%	11%	-1%	-9%
- COc1ccc(Cl)cc1NS(=O)(=O)c1cc(Cl)ccc1OC
    -4%	-3%	-4	-26	8%	6%	i	-17%	13%
- Cc1ccc2c(c1)-c1c(cnc3cc(-c4ccc(F)cc4)nn13)CO2
    5%	/	2	/	0%	7%	-16%	-20%	20%
- O=C(CSc1oc(-c2ccc(F)cc2)nc1S(=O)(=O)c1ccc(Cl)cc1)c1ccccc1
    ?	/	5	/	/	0%	i	-11%	0%
- CC(C)(C)c1cc(C(=O)NCc2cc(F)cc3c2OCOC3)n(Cc2ccccc2)n1
    ?	14%	29	66	8%	-24%	-22%	?	-13%
- NC1=NC(=O)/C(=C/c2ccc(-c3ccc(S(N)(=O)=O)cc3)o2)S1
    29%	-2%	22	12	0%	8%	-2%	0%	2%

# Bioassay records as filed in PubChem BioAssay.
